EP2 mod: modulates human prostaglandin E2 receptor EP2 signaling | 260,000 compounds, 0.83% hits | AID 940 | P43116 | EP2-expressing cells, cAMP HTRF FRET, PGE2 co-stimulation | induction, % at 25 µM;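 active means compounds whose cAMP rise, as percent of the full-agonist control response, exceeds 60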;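 further: rat C6 glioma line stably carrying human EP2 under a CMV promoter; the protocol text gives 20 µM as final concentration; 100% = response of wells given 1 µM PGE2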
Target sequence (P43116 whole entry, looked up): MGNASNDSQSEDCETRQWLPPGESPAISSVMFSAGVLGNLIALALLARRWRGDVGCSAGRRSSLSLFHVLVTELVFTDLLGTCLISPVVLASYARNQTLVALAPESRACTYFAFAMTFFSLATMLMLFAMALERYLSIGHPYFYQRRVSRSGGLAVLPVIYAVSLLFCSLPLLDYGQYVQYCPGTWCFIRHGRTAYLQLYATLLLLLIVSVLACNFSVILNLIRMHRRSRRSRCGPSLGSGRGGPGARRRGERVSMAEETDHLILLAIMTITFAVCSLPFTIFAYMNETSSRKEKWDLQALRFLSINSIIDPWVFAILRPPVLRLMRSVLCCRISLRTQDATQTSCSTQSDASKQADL
CHOP inhibitor: blocks CHOP induction under ER stress. 220,000 compounds, 3.8% hits. inhibition, % at 10 µM. CHO-K1 CHOP-promoter luciferase, tunicamycin-induced, 15-18 h. AID 2732;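 active means compounds that reduced the stress-induced luciferase reporter signal by more than about 70% of percent inhibition, limit read from the data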;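 further: 0% = tunicamycin plus vehicle and 100% = wells without tunicamycin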
S1P4 antagonist: human S1P4 receptor antagonism; O95977; S1P4-expressing cells, antagonist mode, reporter read-out; inhibition, % at 4.98 µM; 220,000 compounds, 0.26% hits; in the data active means inhibition above about 29%;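 further: 0% = wells stimulated with agonist and 100% = vehicle wells without agonist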
Target sequence (O95977 whole entry, looked up): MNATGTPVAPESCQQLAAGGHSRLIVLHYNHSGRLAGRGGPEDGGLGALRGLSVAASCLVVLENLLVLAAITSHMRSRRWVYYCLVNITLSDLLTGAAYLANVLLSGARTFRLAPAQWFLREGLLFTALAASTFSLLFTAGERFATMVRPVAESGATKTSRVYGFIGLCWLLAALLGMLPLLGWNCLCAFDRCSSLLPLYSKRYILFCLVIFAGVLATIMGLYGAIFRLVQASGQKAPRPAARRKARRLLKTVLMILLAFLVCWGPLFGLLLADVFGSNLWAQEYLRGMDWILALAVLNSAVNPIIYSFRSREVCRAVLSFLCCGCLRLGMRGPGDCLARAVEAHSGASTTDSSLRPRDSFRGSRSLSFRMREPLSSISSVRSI
NPY2 pot ag: human NPY-Y2 potentiation or agonism, primary screen; P49146; cells expressing NPY-Y2, potentiator/agonist read-out; activation, % at 3.6 µM; 220,000 compounds, 0.45% hits; in the data active means activation above about 27%;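 further: cells stimulated with NPY near EC25 plus isoproterenol at EC100; 0% = vehicle plus submaximal agonist and 100% = vehicle plus saturating agonist; some results beyond the cut were filed as inactive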
Target sequence (P49146 whole entry, looked up): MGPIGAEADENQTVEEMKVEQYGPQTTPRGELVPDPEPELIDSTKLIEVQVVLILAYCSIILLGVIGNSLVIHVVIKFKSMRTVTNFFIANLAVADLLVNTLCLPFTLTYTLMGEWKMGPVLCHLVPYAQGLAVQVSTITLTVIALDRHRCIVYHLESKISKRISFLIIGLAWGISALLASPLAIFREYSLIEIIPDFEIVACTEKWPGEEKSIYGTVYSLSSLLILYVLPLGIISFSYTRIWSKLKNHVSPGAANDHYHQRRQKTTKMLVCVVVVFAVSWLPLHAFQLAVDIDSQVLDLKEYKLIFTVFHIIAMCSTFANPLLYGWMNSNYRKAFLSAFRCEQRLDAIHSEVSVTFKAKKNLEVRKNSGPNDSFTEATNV
NPY-Y1 antag: blocks the human neuropeptide Y Y1 receptor; AID 1040; 200,000 compounds, 1% hits; P25929; inhibition, % at 3.6 µM; HEK293-CNG Y1 cells, membrane potential fluorescence; NPY at EC95, then isoproterenol;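 active means inhibition above the campaign mean inhibition of all tested compounds plus 3 SD, cut at about 20% in these data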;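 further: 0% = DMSO wells given NPY plus isoproterenol and 100% = isoproterenol alone without NPY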
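Material: HEK293 cells with Y1 receptor plus CNG channel; times: compound incubation 1 h at room temperature, readout 45 min post-stimulation; signal: fluorescence, membrane potential probe; read-out basis: fluorescence ratio normalized to % inhibition between controls; benchmarks: full-block control isoproterenol-only wells, zero-block control NPY plus isoproterenol wells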
S1P4 ag: human S1P4 receptor agonism. AID 1509. activation, % at 4.98 µM. 220,000 compounds, 0.35% hits. S1P4-expressing cell line, agonist reporter assay; in the data active means activation above about 11%;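 further: 0% = DMSO vehicle and 100% = reference agonist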
TRPML3 ag: human mucolipin-3 channel agonism; HEK293 TRPML3-YFP, Fluo-8 calcium fluorescence; 100% = the carbachol control signal; activation, % at 3 µM; 220,000 compounds, 0.29% hits; AID 1448;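 active means activation above its plate's cutoff, the mean activation of the plate's test wells plus 3 SD, cut at about 12% in these data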;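 further: 0% = DMSO only wells and 100% = carbachol wells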
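Test system: HEK293 cells stably carrying human TRPML3-YFP; Doses: single dose, 3 µM final nominal compound, 0.3% DMSO final; Schedule: dye loading 1 h 37 °C then 30 min ambient, 125 s read; Technique: Fluo-8 calcium fluorescence; Benchmarks: high control carbachol 87 µM, low control DMSO.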
TRPN1 ag: zebrafish TRPN1 (NompC) channel agonism. 220,000 compounds, 0.18% hits. HEK293 zebrafish TRPN1-YFP, Fluo-8 calcium fluorescence; 100% = response to 87 µM carbachol. activation, % at 3 µM;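 active means activation above its plate's cutoff, the mean activation of test wells on that plate plus 3 SD, cut at about 19% in these data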;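 further: 0% = DMSO alone and 100% = 87 µM carbachol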
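Material: zebrafish TRPN1-YFP in HEK293 cells; Doses: single test compound dose, 3 µM nominal, 0.3% DMSO; Timing: dye loading 1 h at 37 °C, then 30 min room temperature; Technique: intracellular calcium fluorescence with Fluo-8; Benchmarks: high carbachol 87 µM, low DMSO alone.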
NPY1 pot ag: human NPY-Y1 potentiation or agonism, primary screen; 220,000 compounds, 0.37% hits; P25929; AID 1304; activation, % at 3.6 µM; NPY-Y1 expressing cells, potentiator/agonist activation; in the data active means activation above about 33%, passing the limit was not always enough;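 further: cells stimulated with NPY at EC10 then isoproterenol at EC100; 0% = low agonist plus stimulus and 100% = saturating agonist plus stimulus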
Starred values were filed as active, the others as inactive; x = not tested or not shown. Compounds were not picked by outcome; 6.5% or so of the library scored in one or more.

SMILES | EP2 mod | CHOP inhibitor | S1P4 antagonist | NPY2 pot ag | NPY-Y1 antag | S1P4 ag | TRPML3 ag | TRPN1 ag | NPY1 pot ag
Cc1nnc(SCC(=O)Nc2ccccc2F)n1Cc1ccco1 | -18 | -10 | -3 | -4 | x | 1.6 | -0.4 | 0.6 | -15
CCCc1cc(-c2ccc(O)c(OCC)c2)c(C#N)c(N)n1 | 12 | 21 | 1 | -3 | -5 | 0.1 | -0.5 | -1.8 | -3
CCOc1ccccc1OCCCC(=O)N1CCN(S(=O)(=O)c2ccc(C)cc2)CC1 | 12 | 25 | -20 | 14 | 3 | 0.2 | 1.4 | -1.0 | -7
COc1ccc(C)cc1S(=O)(=O)Nc1cccc(SC)c1 | -53 | -7 | -3 | -1 | -2 | -1.9 | 0.5 | 0.7 | 10
COc1ccc(OC)c(NC(=O)CNC(=O)Cn2cnc3ccccc3c2=O)c1 | 4 | 2 | -1 | 11 | -5 | 0.8 | 0.4 | 1.7 | 4
O=S(=O)(/N=C(/Nc1cc(N2CCOCC2)ncn1)c1ccc(F)cc1)c1ccccc1 | 13 | -6 | -10 | -3 | 6 | 2.2 | 0.4 | -0.4 | -13
CC1CN(C(=O)CCn2c(=O)oc3ccccc32)CC(C)O1 (configuration not stated) | 16 | -25 | -22 | 3 | 0 | -2.4 | 0.3 | 1.8 | -1
CCC(C)NC(=O)c1ccccc1NC(=O)c1ccc(CSc2ccccc2)cc1 (configuration not stated) | 15 | 31 | -10 | -9 | -3 | 3.1 | 0.7 | 0.9 | 1
COc1ccc(CNC(=S)NC(C)CCc2ccccc2)cc1 (configuration not stated) | -32 | 18 | -10 | 2 | 7 | 2.7 | 0.8 | 0.8 | -14
CC1(C(=O)OCC(=O)NC(=O)NCc2ccccc2)CC1(Cl)Cl (configuration not stated) | -2 | 26 | -21 | 2 | 1 | -1.1 | -0.2 | -0.8 | -4
CC(NC(=O)C1CC12CCC2)c1ccccc1 (configuration not stated) | 17 | 9 | -3 | -7 | 3 | 0.3 | 0.4 | 1.0 | 12
CC(C)CC(=O)Nc1ccc(-c2nc3ccccc3c(=O)o2)cc1 | -28 | 42 | -2 | 12 | 4 | 1.6 | -0.1 | -1.3 | -5
O=C(O)Cc1ccc(NC(=O)c2cccc(NC(=O)c3ccco3)c2)cc1 | 17 | 23 | -8 | 12 | -2 | -1.2 | 0.7 | 1.4 | 2
Cc1ccn2c(=O)nc(SCc3cccc(C(F)(F)F)c3)nc2c1 | 40 | -13 | 8 | -16 | 2 | -0.2 | 0.4 | 0.2 | 1
CC(C)c1ccc(S(=O)(=O)/N=C2/C=C(Sc3ncn[nH]3)C(=O)c3ccccc32)cc1 | -27 | 81* | 24 | -2 | 2 | 7.8 | 1.3 | -0.6 | -43
O=C(N/N=C/c1coc2ccccc2c1=O)c1ccccc1Br | -2 | 41 | 1 | -8 | 8 | 0.6 | 0.2 | -0.5 | -2
O=C(c1cc2ccccc2oc1=O)N1CCN(CCc2ccccc2)CC1 | -30 | 8 | -9 | -11 | 1 | 1.2 | 1.1 | 1.7 | -14
Cc1cc(C)cc(C(=O)OCC(=O)NCc2cccs2)c1 | -17 | -6 | 1 | -15 | 3 | -4.0 | -1.5 | -3.2 | -35
CC(C)N(C)CCOC(=O)/C=C/c1ccccc1 | 8 | -10 | -21 | 7 | 6 | 0.5 | -0.3 | 0.8 | -15
CCCC(=O)N(c1ccc2oc(=O)sc2c1)S(=O)(=O)c1ccccc1 | 16 | 47 | -3 | 22 | -4 | 0.8 | -0.4 | 0.5 | -3
O=C(Cc1ccccc1)NCc1nc2ccccc2[nH]1 | x | x | -3 | -4 | 5 | 1.8 | -0.2 | -0.9 | -29
CN(Cc1ccccc1)S(=O)(=O)c1ccc(Cl)c(C(=O)NCc2ccc3c(c2)OCO3)c1 | -11 | 47 | 0 | 0 | 7 | 1.6 | -0.1 | -1.3 | -15
COc1cccc(-c2cc(C(F)(F)F)n3ncc(C(=O)NCC4CCCO4)c3n2)c1 (configuration not stated) | 29 | -9 | 6 | -5 | 19 | -0.7 | 1.0 | 0.6 | -33
O=C(NCCCn1ccnc1)C1c2ccccc2Oc2ccccc21 | 18 | 33 | -14 | -6 | 4 | -3.5 | 0.4 | 0.4 | -2
O=[N+]([O-])c1ccc(N2CCSCC2)cc1 | -15 | -6 | -24 | -14 | 7 | -1.8 | -0.8 | -2.8 | -1
The list continues.
SMILES | EP2 mod | CHOP inhibitor | S1P4 antagonist | NPY2 pot ag | NPY-Y1 antag | S1P4 ag | TRPML3 ag | TRPN1 ag | NPY1 pot ag
On1onc2c3cc(-c4ccccc4)nc3ccc21 | -54 | x | 10 | 19 | -8 | -2.3 | 12* | 1.0 | 30
N#Cc1c(N)n(CCNC(=O)c2ccccc2)c2nc3ccccc3nc12 | 5 | -9 | 4 | -17 | -3 | 5.4 | 0.1 | -0.5 | -10
c1ccc(Cc2nnc3sc(-c4ccncc4)nn23)cc1 | 12 | 38 | 13 | -6 | 3 | 0.6 | 0.3 | 1.2 | -8
CCOc1ccc(NC(=S)NNC(=O)c2ccc(Br)cc2)cc1 | -41 | -4 | -1 | -6 | 9 | -0.5 | 0.5 | -1.5 | -22
O=C(O)c1cc(NC(=O)c2ccc(Cl)c([N+](=O)[O-])c2)cc(C(=O)O)c1 | 18 | 2 | -19 | 2 | -7 | 0.6 | 0.6 | 0.0 | 13
O=C(NCc1cccnc1)c1ccc(COc2ccc3c(c2)CCC3)o1 | -12 | 28 | -8 | -7 | 0 | -2.2 | 2.1 | 2.9 | 9
COc1cccc(-c2cc(=O)[nH][nH]2)c1 | 11 | 1 | -4 | -3 | 4 | 0.4 | 0.4 | 0.6 | -12
O=C(CN(Cc1cccs1)S(=O)(=O)c1ccc(S(=O)(=O)NC2CCCCC2)cc1)Nc1ccccc1 | -8 | 17 | -28 | 9 | -5 | -0.2 | 0.2 | 0.5 | 9
C/C(=N/NC(=O)CN1CCN(Cc2ccccc2Cl)CC1)c1ccncc1 | 16 | 15 | -9 | 2 | 0 | 0.0 | 0.7 | 0.3 | 1
Cc1cc(N2CCOCC2)ccc1/C=C1\NC(=O)N(Cc2ccccc2)C1=O | -43 | 49 | -7 | 16 | -4 | 2.0 | 1.3 | 0.2 | 15
COc1ccc(C(CNC(=O)c2ccc(S(=O)(=O)N3CCCC3)cc2)N(C)C)cc1OC (configuration not stated) | 9 | -5 | -4 | 10 | 2 | 2.0 | 1.2 | 0.6 | 2
COc1ccc(NC(=O)C2CCCCN2N)cc1OC (configuration not stated) | 10 | 42 | -2 | -13 | 0 | -1.2 | 0.9 | 0.2 | -13
CC(C)CN(CCCNC(=O)CN1C(=O)COc2ccc(S(=O)(=O)N3CCCC3)cc21)CC(C)C | -4 | 28 | 3 | 1 | -3 | -0.7 | 0.5 | -0.1 | -5
Cc1nc2cc(-n3ccc(=O)cc3)ccc2n1-c1ccccc1 | 31 | -25 | -13 | 3 | -4 | 1.8 | 0.2 | 1.2 | -2
CCCCNC(=O)c1cccc2c(=O)c(C)c(-c3ccccc3)oc12 | -2 | 8 | -16 | -20 | 16 | 0.4 | 0.4 | 1.3 | -11
O=C(NCCC1=CCCCC1)c1cnccn1 | 6 | 66 | -13 | 16 | -1 | -0.3 | 1.0 | 0.6 | 15
CCOc1cc(C)c(Cl)cc1S(=O)(=O)N1CCCC1 | 33 | 32 | -15 | -9 | 6 | 3.5 | 11 | 0.0 | 5
O=c1n(-c2cccc(Cl)c2)c(=O)n2n1CCC2 | 6 | 23 | -17 | -8 | -5 | 0.1 | 0.1 | 2.3 | -6
Cc1ccc(NC(=O)N(Cc2cccs2)Cc2cc3cc4c(cc3[nH]c2=O)OCO4)cc1 | 14 | 30 | -22 | 0 | -2 | 0.9 | 0.8 | 0.9 | -9
COc1ccc(NC(=O)c2noc3c2CCC3)cc1 | 0 | 47 | -8 | 0 | 10 | 2.6 | -0.4 | 3.2 | 5
CCCc1nc2ccccc2c(C(=O)OC(C)C(=O)NCc2ccc3c(c2)OCO3)c1CC (configuration not stated) | 8 | 18 | -23 | -2 | 25* | -2.5 | -0.4 | -2.3 | -26
CC(C)CN(Cc1cc(=O)oc2cc(-c3ccccc3)c(O)cc12)CC(C)C | -18 | 64 | 2 | -27 | x | -0.6 | 1.0 | 0.5 | -1
O=C(NCCc1ccccc1)c1ccc([N+](=O)[O-])cc1 | -3 | 0 | 0 | -9 | -7 | 0.0 | -0.3 | 0.1 | -1
COC(=O)Cc1c(O)ccn(Cc2cccc3ccccc23)c1=O | 31 | -7 | -5 | -5 | -3 | 1.3 | -0.2 | 2.5 | -10
COc1ccc(CC(=O)Nc2ccc(S(=O)(=O)NCC3CCCO3)cc2)cc1 (configuration not stated) | -9 | 20 | -24 | 11 | -10 | -1.8 | 2.4 | 2.7 | 2
Additional structures
SMILES | EP2 mod | CHOP inhibitor | S1P4 antagonist | NPY2 pot ag | NPY-Y1 antag | S1P4 ag | TRPML3 ag | TRPN1 ag | NPY1 pot ag
O=C(NCc1ccco1)c1nc2nc(-c3cccs3)cc(C(F)(F)F)n2n1 | 6 | -1 | -15 | -13 | 12 | -0.4 | 0.0 | -1.3 | -8
N#Cc1nc(-c2ccco2)oc1N1CCN(Cc2ccccc2)CC1 | x | x | -18 | -8 | -3 | 1.9 | -0.6 | 1.4 | -26
COc1ccc(C(=O)Nc2cccc3cccnc23)cc1OC | 13 | 19 | -16 | -1 | 8 | 1.9 | 0.1 | -1.4 | -29
Cc1ccc(Nc2nnc(-c3ccccc3N)o2)cc1C | -10 | -33 | -4 | 15 | x | -0.6 | 1.1 | 0.2 | 18
CCc1ccccc1OCC(=O)Nc1ccc(S(N)(=O)=O)cc1 | 14 | 10 | 0 | -18 | -3 | -1.8 | -1.3 | -0.1 | 6
CCCCOC(=O)CCN1C(=O)/C(=C2\SC(=S)N(CCC(=O)OCCCC)C2=O)SC1=S | 3 | 8 | -19 | 3 | -1 | 3.1 | 1.1 | 0.8 | 2
CCOc1ccccc1-c1cc(C(=O)N/N=C/c2ccc(O)c(OC)c2)c2ccccc2n1 | 34 | 15 | -2 | -13 | 9 | 0.7 | 0.3 | 1.4 | 3
CCCCn1c(/C=C/c2ccco2)nc2ccccc21 | 43 | -29 | -9 | 0 | 1 | -1.9 | 0.7 | 1.3 | -26
COC(=O)c1ccccc1NC(=O)N1CCN(S(C)(=O)=O)CC1 | -15 | 27 | -8 | -3 | 0 | 0.6 | -0.1 | 0.2 | 5

Three entries from above, with two lines to a compound:
Every second line gives: EP2 mod, CHOP inhibitor, S1P4 antagonist, NPY2 pot ag, NPY-Y1 antag, S1P4 ag, TRPML3 ag, TRPN1 ag, NPY1 pot ag
CCOc1ccccc1-c1cc(C(=O)N/N=C/c2ccc(O)c(OC)c2)c2ccccc2n1
  34, 15, -2, -13, 9, 0.7, 0.3, 1.4, 3
CCCCn1c(/C=C/c2ccco2)nc2ccccc21
  43, -29, -9, 0, 1, -1.9, 0.7, 1.3, -26
COC(=O)c1ccccc1NC(=O)N1CCN(S(C)(=O)=O)CC1
  -15, 27, -8, -3, 0, 0.6, -0.1, 0.2, 5

Screens deposited in PubChem BioAssay by several laboratories.
